Bioassay records as filed in PubChem.
BH1578 lux ind – quorum light induction in luxS cqsA deficient V. cholerae. AID 588436. hit rate 0.16% among 350,000. activation, % at 18.7 µM. V. cholerae BH1578 lux reporter, luminescence, 6 h; in the data active = activation mostly above about 9.7%, no sharp cut-off; also: not every result past the cut was called active; inactives centre near 0; reference of the scale not given here
TcdB inh – inhibitors of Clostridioides difficile toxin B glycohydrolase; TcdB glycohydrolase enzymatic assay, plate reader; inhibition, % at 9.99 µM; hit rate 0.24% among 350,000; AID 652162; in the data active = inhibition above about 10%
Rv3671c inh – inhibits the M. tuberculosis serine protease Rv3671c; P9WHR9; inhibition, % at 5.96 µM; hit rate 0.048% among 320,000; AID 2606; in the data active = inhibition above about 38%;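 also: extracellular domain of Rv3671c used as enzyme; 0% = enzyme with DMSO and 100% = no enzyme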
Target sequence (P9WHR9 whole entry, looked up, the tested form may be a part): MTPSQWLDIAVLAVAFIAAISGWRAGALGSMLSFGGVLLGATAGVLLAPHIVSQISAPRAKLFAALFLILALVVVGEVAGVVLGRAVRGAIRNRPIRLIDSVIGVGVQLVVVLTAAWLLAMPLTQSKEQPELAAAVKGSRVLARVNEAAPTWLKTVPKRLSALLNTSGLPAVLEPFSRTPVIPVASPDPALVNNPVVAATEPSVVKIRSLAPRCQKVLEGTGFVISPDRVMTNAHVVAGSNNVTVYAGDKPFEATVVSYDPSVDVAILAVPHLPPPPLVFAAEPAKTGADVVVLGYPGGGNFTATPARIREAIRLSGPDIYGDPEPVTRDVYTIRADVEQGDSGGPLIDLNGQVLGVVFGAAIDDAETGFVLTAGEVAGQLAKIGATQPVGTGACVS
PrPC TRFRET – reduces human prion protein on the cell surface. cell surface PrPC, TR-FRET read-out. inhibition, % at 13.8 µM. hit rate 0.43% among 370,000; in the data active = inhibition above about 24%; also: 0% = median of the test wells and 100% = reference compound wells
3CLpro inhibitor – SARS-CoV 3CLpro protease inhibition. P0C6X7. recombinant SARS-CoV 3CLpro, quenched FRET peptide cleavage. inhibition, % at 6 µM. hit rate 0.14% among 290,000; in the data active = inhibition above about 12%
MazF activator – MazEF (E. coli) toxin RNase activation; FAM/BHQ RNA-DNA oligo cleavage fluorescence, 5 h; hit rate 0.32% among 350,000; P0AE70; activation, % at 20 µM; AID 504720; in the data active = activation above about 50%
Target sequence (P0AE70 whole entry, looked up): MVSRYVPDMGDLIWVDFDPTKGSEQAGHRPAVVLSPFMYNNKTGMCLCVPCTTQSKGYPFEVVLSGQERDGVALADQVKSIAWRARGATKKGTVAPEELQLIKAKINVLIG
DUSP3 inh – DUSP3 (human) phosphatase inhibition. recombinant VHR phosphatase, pNPP absorbance. inhibition, % at 13.3 µM. AID 1654. hit rate 0.52% among 290,000. P51452; in the data active = inhibition above about 50%; also: some compounds called inactive have numbers as strong as hits
Target sequence (P51452 whole entry, looked up): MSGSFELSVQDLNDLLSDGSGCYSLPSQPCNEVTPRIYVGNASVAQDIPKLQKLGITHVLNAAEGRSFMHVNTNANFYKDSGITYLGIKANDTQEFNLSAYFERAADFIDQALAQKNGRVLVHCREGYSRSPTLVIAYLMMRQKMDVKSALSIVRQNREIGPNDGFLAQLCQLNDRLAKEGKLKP
SSB-PriA inh – K. pneumoniae PriA-SSBct interaction inhibition; AlphaScreen SSBct-PriA binding, biotinylated peptide; inhibition, % at 33 µM; hit rate 0.6% among 430,000; AID 1272365; in the data active = inhibition mostly above about 37%, no sharp cut-off; inactive = mostly below about 20%;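 also: plate controls were negative control peptide for no effect and reference peptide for full effect; strong numbers were not always called active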
Yp Topo-I inh – blocks Yersinia pestis topoisomerase I activity | Y. pestis Topo-I cleavage product accumulation, plate reader | activity, % at 10 µM | hit rate 0.064% among 360,000; in the data active = activity above about 50%, passing the limit was not always enough; also: inactives centre near 2
CCHFV vOTU inh – blocks the CCHF virus ovarian tumor domain protease. CCHFV vOTU protease, Pep-AMC fluorescence. inhibition, % at 11.5 µM. hit rate 0.55% among 370,000. AID 651958; in the data active = inhibition above about 30%; also: 0% = vehicle wells with enzyme and 100% = no enzyme wells
The depositor's hits bear a star; i = inactive; · = no result given; & = joins results of further samples. Some of the compounds tested; the hit share may differ from the screen's.

Values run as follows: BH1578 lux ind, TcdB inh, Rv3671c inh, PrPC TRFRET, 3CLpro inhibitor, MazF activator, DUSP3 inh, SSB-PriA inh, Yp Topo-I inh, CCHFV vOTU inh
1) Cc1cccc2cc(CN(CCCN3CCOCC3)Cc3nnnn3C(C)(C)C)c(=O)[nH]c12
    -0.5, 0.2, 10, -10, 4, 1, 32, -9, -8, -13
2) CN(C)CCNC(=O)Cn1nc(-c2ccc(Cl)cc2)ccc1=O
    -0.7, 0.5, 0, -3, -1, 2, -7, 0, 0, 5
3) Brc1cc2c(cc1C1Nc3ccccc3C3C=CCC31)OCO2 (configuration not stated)
    -0.1, ·, -3, 8, -1, 4, 2, 8, 2, -5
4) CCOP1(=O)C=C(C(C)(C)C)OC1c1ccc(F)cc1 (configuration not stated)
    2.1, ·, 4, 1, 1, -2, -6, -6, 6, 17
5) NC(=O)C1(N2CCCCC2)CCN(Cc2ccccc2Cl)CC1
    -6.7, ·, -6, 5, -4, -19, -1, 2, -2, 2
6) Cc1ccc(NC(NC(=O)c2ccccn2)C(Cl)(Cl)Cl)cc1 (configuration not stated)
    -0.9, ·, 3, 7, -2, 4, 6, -15, -1, -8
7) Cc1cccc(NC(=O)C2CCCN(C(=O)NCc3ccccc3)C2)c1C (configuration not stated)
    -0.3, 1.2, 3, -3, 2, 2, 13, -3, 3, 2
8) CCCn1c(=O)c2[nH]cnc2n(-c2ccccc2C)c1=O
    i, 0.3, 3, -4, -4, 3, -1, -3, 3, -10
9) Fc1ccc2nc3n(c2c1F)CCCCCC3
    i, 1.1, 2, 7, 0, -2, 39, -8, 5, 7
10) CCOC(=O)C(C(=O)N(C)Cc1ccccc1)C1CCCCC1 (configuration not stated)
    1.5, 0.6, -4, -5, 4, -20, 4, -19, 16, -5
11) CC(C)NC(=O)C(=O)NC1CCCCCC1
    -2.2, ·, 2, 3, -4, 4, 22, -13, 0, 10
12) CN(CC(=O)Nc1ccccc1Oc1ccccc1)Cc1ccccc1F
    -0.3, ·, 1, 2, 1, -2, -10, -16, 60*, 15
13) CN(C)c1nc(SCC#N)nc(N2CCOCC2)n1
    -0.6, ·, 2, -7, -3, 1, 7, -27, -4, 8
14) O=C(Nc1cc(Cl)ccc1N1CCCC1)C1=NN(c2ccccc2)C(=O)CC1
    -0.2, 0.6, 3, 6, 5, 4, 6, 6, -2, -7
15) O=C(O)CCn1c(=O)c2ccccc2c2ccccc2c1=O
    ·, 0.9, 10, 4, -3, 1, -8, -8, -3, 23

One compound at a time, as listed above.
Results for `CN(CC(=O)Nc1ccccc1Oc1ccccc1)Cc1ccccc1F` : BH1578 lux ind = -0.3; TcdB inh = ·; Rv3671c inh = 1; PrPC TRFRET = 2; 3CLpro inhibitor = 1; MazF activator = -2; DUSP3 inh = -10; SSB-PriA inh = -16; Yp Topo-I inh = 60*; CCHFV vOTU inh = 15
Results for `CCOC(=O)C(C(=O)N(C)Cc1ccccc1)C1CCCCC1` (configuration not stated) : BH1578 lux ind = 1.5; TcdB inh = 0.6; Rv3671c inh = -4; PrPC TRFRET = -5; 3CLpro inhibitor = 4; MazF activator = -20; DUSP3 inh = 4; SSB-PriA inh = -19; Yp Topo-I inh = 16; CCHFV vOTU inh = -5
Results for `Cc1ccc(NC(NC(=O)c2ccccn2)C(Cl)(Cl)Cl)cc1` (configuration not stated) : BH1578 lux ind = -0.9; TcdB inh = ·; Rv3671c inh = 3; PrPC TRFRET = 7; 3CLpro inhibitor = -2; MazF activator = 4; DUSP3 inh = 6; SSB-PriA inh = -15; Yp Topo-I inh = -1; CCHFV vOTU inh = -8

Limited to 3CLpro inhibitor (3 entries from above):
no.	Molecule	3CLpro inhibitor
12	CN(CC(=O)Nc1ccccc1Oc1ccccc1)Cc1ccccc1F	1
13	CN(C)c1nc(SCC#N)nc(N2CCOCC2)n1	-3
14	O=C(Nc1cc(Cl)ccc1N1CCCC1)C1=NN(c2ccccc2)C(=O)CC1	5

(listing goes on)
Values run as follows: BH1578 lux ind, TcdB inh, Rv3671c inh, PrPC TRFRET, 3CLpro inhibitor, MazF activator, DUSP3 inh, SSB-PriA inh, Yp Topo-I inh, CCHFV vOTU inh
16) O/N=C(/c1ccc(Cl)cc1)C1CC1c1ccccc1 (configuration not stated)
    i, 1.3, 2, 5, 6, 0, -5, ·, 4, 8
17) CN(C)[C@@H]1C(=O)C(C(N)=O)=C(O)[C@@]2(O)C(=O)C3=C(O)c4c(O)cccc4[C@@](C)(O)C3C[C@@H]12 (some centres not stated)
    -0.7, 0.5, -11, 4, ·, -3, ·, 8, -14, 19
18) CC(=O)C[C@H](O)CC(=O)[C@@H]1OC(=O)CCCCCc2ccccc21
    -1.5, 0.9, 1, 0, ·, 8, ·, 5, -5, 17
19) COc1ccc(N2CCN(C(=O)c3cc(=O)c4cc(C)cc(C)c4o3)CC2)cc1
    -0.5, 0.1, 9, -3, 0, 5, ·, 4, 3, 4
20) CCCn1c(SCC(=O)NC2CCCC2)nc2c1c(=O)n(C)c(=O)n2C
    -0.3, 0.7, 4, 4, -4, 2, 19, -17, 0, -4
21) COc1cc(Cl)c(C)cc1NC(=O)COC(=O)C(NS(=O)(=O)c1ccc(Cl)cc1)C(C)O (configuration not stated)
    i, ·, 0, -5, -6, 1, -4, 9, 4, -5
22) COc1ccccc1CCNC(=O)C1CCC(=O)N(Cc2cccc(F)c2)C1 (configuration not stated)
    -0.7, 0.4, ·, -2, 0, 5, 2, 6, -3, 9
23) COc1cccc(Nc2nc3ccccc3nc2NS(=O)(=O)c2ccc(NC(C)=O)cc2)c1
    4.5, ·, 5, ·, 7, -2, 22, -7, 3, ·
24) COc1ccc(CCNC(=O)CN(c2ccccc2)S(C)(=O)=O)cc1OC
    i, ·, 1, -6, -3, 5, 17, 15, 5, 6
25) NC(=O)C1=C[C@@H](C2CCCCC2)C[C@@H](OCc2ccc(CO)cc2)O1
    -0.9, 1.2, 0, -1, ·, -4, ·, -16, 27, -5
26) O=C1NC2=C(CCc3ccccc32)C(c2ccccc2)N1 (configuration not stated)
    -0.5, 3.3, -36, -5, 0, 15, -6, 2, 2, -18
27) CC(C)N(C(=O)Cn1cc(S(=O)(=O)CC(=O)N2CCOCC2)c2ccccc21)C(C)C
    i, -1.7, 2, 1, 3, 2, 12, -15, 1, -2
28) Cc1ccc(S(=O)(=O)N2CCCC2C(=O)N2CCCCCC2)cc1 (configuration not stated)
    -1.3, ·, -3, -6, 2, -4, -1, -2, -2, -6
29) COc1ccc(COC(=O)c2c(C)nn(-c3ccccc3)c2Cl)cc1
    -0.2, 1.8, -5, 7, 6, -6, 32, -60, 47, 1
30) OC(CNCCc1ccc(Cl)cc1)COc1cc(Cl)ccc1Cl (configuration not stated)
    i, 0.9, -7, 2, 0, 9, -26, -16, 9, 2

Values by screen from the list:
BH1578 lux ind, compounds 16–25, in order: i, -0.7, -1.5, -0.5, -0.3, i, -0.7, 4.5, i, -0.9

(further entries)
Values run as follows: BH1578 lux ind, TcdB inh, Rv3671c inh, PrPC TRFRET, 3CLpro inhibitor, MazF activator, DUSP3 inh, SSB-PriA inh, Yp Topo-I inh, CCHFV vOTU inh
31) O=C1C=CC(=O)N1c1ccccc1N1C(=O)C=CC1=O
    3.2, -2.5, ·, -10, ·, -5, ·, -5, 9, -1
32) CCCCn1c(N)c(NCC)c(=O)[nH]c1=O
    -0.2, 1.4, ·, 2, -1, -8, 24, -8, 11, -31
33) CSC(=NCCCN1CCOCC1)NS(=O)(=O)c1cccs1
    -5.9, -1.3, 0, 5&1, 5, -1&-7, 12, 7, -6&2, -4&0
34) C/C=C/c1c(F)c(F)c(Oc2ccc(C(=O)O)cc2)c(F)c1F
    -0.2, ·, 1, -3, 7, 2, 6, -19, 3, 4
35) CC(C)(C)NC(=O)Cn1cc(C(=O)c2ccccc2F)c2ccccc21
    i, ·, 5, 0, -1, -2, -10, -12, -2, 5
36) O=C(N1CCOCC1)N1CCN(S(=O)(=O)N2CCCCC2)CC1
    -0.4, ·, 8, -6, 2, -4, -2, -9, 1, 5
37) Cc1oc(-c2ccccc2F)nc1CSCC(=O)NCc1ccc2c(c1)OCO2
    i, ·, -2, 6, 2, 11, 10, -12, 36, -7
38) CN1CCN(c2ccc(NC(=O)COc3ccccc3Cl)cc2)CC1
    0.7, ·, 2, 0, 1, 11, -11, 4, -2, -1
39) CC(=O)NCC1CCCN(C(=O)c2oc3c(F)cccc3c2C)C1 (configuration not stated)
    -0.7, -0.7, -9, 6, -4, 11, 14, 3, -6, 20
40) Cc1nc2c(cnn2-c2ccccc2Cl)c(=O)n1-c1ccc(N2CCC(C)CC2)cc1
    i, ·, 1, 2, -3, 4, -1, 29, 12, -2
41) Cc1cc(Nc2ccc(F)cc2)nc(N)n1
    -1.7, ·, 6, -5, -4, 5, 28, 5, 4, 1
42) O=C1C(=Cc2ccccn2)CCc2ccccc21
    i, 1.3, ·, 2, ·, 3, ·, ·, 16, 11
43) Nc1nonc1-n1nnc(C(=O)N/N=C/c2cccc(Cl)c2)c1CSc1ccccc1
    i, 0.2, -10, 7, 1, -15, 4, i, 6, -18
44) CCN(CC)P(=O)(NC(=O)c1cccn1C)N(CC)CC
    1.4, 0.2, 4, -5, 0, 7, 6, 8, -1, 11
45) CC[C@@H](C)C(NC(=O)OC(C)(C)C)c1cn([C@@H](CCC(=O)OC(C)(C)C)C(=O)N2CCN(C(=O)OC(C)(C)C)CC2)nn1 (some centres not stated)
    -5.9, 1.9, 3, 7, 1, 6, 18, 2, 31, -5

The list continues.
Values run as follows: BH1578 lux ind, TcdB inh, Rv3671c inh, PrPC TRFRET, 3CLpro inhibitor, MazF activator, DUSP3 inh, SSB-PriA inh, Yp Topo-I inh, CCHFV vOTU inh
46) CCOC(=O)n1c(=O)oc2ccc(Cl)cc21
    -0.3, ·, 0, -2, 2, -4, 9, 1, -5, -7
47) Cc1ccc(C(=O)N2CCCC(N(C)Cc3ccccc3)C2)s1 (configuration not stated)
    -0.1, -0.2, ·, 1, -1, -23, 16, 0, 5, 5
48) COc1ccc(C(=O)OCC(=O)NC(C)CCc2ccccc2)cc1 (configuration not stated)
    -1.6, 2.7, -1, 4, 3, 5, ·, -5, 5, 5
49) CC(C)CC1NC(=O)N(CC(=O)N2CCN(S(=O)(=O)c3ccc(Cl)cc3)CC2)C1=O (configuration not stated)
    -10, ·, -3, -6, 5, -6, 21, -5, -7, 3
50) CC(=O)Nc1ccc(NC(=O)CSCc2cnn(-c3ccccc3)c2-n2cccc2)cc1
    i, ·, -3, 2, 0, -4, 19, -1, 3, -1
51) Nc1nnnn1/N=C/c1ccccc1OCc1ccc(Cl)cc1
    -0.4, ·, -3, -7, 5, 12, 9, ·, -9, 0
52) Nc1ccccc1SC1CC(=O)N(c2ccc(Cl)c(Cl)c2)C1=O (configuration not stated)
    -0.6, 0.6, -6, 12, -2, 2, 22, -9, -13, -2
53) Cc1cccc(NS(=O)(=O)c2cccc(C(=O)Nc3cccc(C(=O)O)c3)c2)c1
    -0.6, -1.5, 1, -2, 4, 7, -3, -5, 2, -5
54) C[C@H](CO)N1C[C@H](C)[C@@H](CN(C)S(=O)(=O)c2cccs2)Oc2c(NS(=O)(=O)c3ccccc3)cccc2C1=O
    -1.0, 0.6&0.6, -5, 6, ·, 1, ·, -2, 3, 2
55) CCCC12CN3CCN(CC(C3)/C1=N\NC(=O)c1ccncc1)C2
    -0.1, -5.3, 4, 0, 3, -20, 34, ·, 0, 2

A few values from the results shown:
Yp Topo-I inh result of #53 : 2
3CLpro inhibitor result of #51 : 5
DUSP3 inh result of #47 : 16
Rv3671c inh result of #55 : 4
